CHRM1 antagonist – antagonists of human M1 muscarinic receptor; P11229; CHO-K1 hM1, Fluo-8 calcium fluorescence, ACh EC80 antagonist; actives 1.3% (n = 360,000); inhibition, % at 3 µM;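 active = percent inhibition above its own plate's cutoff, namely the mean of that plate's compound wells plus 3 SD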;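 also: peak over basal fluorescence ratio during 140 s after agonist addition; 0% = ACh EC80 plus DMSO and 100% = DMSO alone without agonist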
OXTR agonist – activates the human oxytocin receptor; P30559; CHO-OTR cells, Fluo-8 calcium fluorescence; normalized: DMSO 0%, oxytocin 100%; activation, % at 3 µM; actives 0.32% (n = 320,000); AID 2435;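 active = activation above the mean of all tested compounds plus 3 SD, cutoff set per screening run, cut at about 20% in these data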;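 also: peak over basal fluorescence ratio from a 100 s FLIPR kinetic read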
Target sequence (P30559 whole entry, looked up): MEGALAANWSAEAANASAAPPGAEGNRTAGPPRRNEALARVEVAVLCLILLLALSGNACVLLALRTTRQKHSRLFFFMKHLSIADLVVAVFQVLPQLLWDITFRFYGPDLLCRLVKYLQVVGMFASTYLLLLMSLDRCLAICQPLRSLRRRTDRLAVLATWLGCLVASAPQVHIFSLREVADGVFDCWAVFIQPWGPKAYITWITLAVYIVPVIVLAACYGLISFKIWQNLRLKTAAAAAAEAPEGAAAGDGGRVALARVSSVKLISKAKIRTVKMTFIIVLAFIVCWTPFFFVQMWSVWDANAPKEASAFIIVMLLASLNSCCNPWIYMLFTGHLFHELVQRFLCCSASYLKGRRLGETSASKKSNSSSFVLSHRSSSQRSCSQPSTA
CHRM1 PAM – potentiates human M1 receptor response to acetylcholine; P11229; CHO-K1 hM1, Fluo-8 calcium fluorescence, ACh EC20; 0% = ACh EC20, 100% = maximal ACh; activation, % at 3 µM; actives 0.088% (n = 360,000); AID 588819; in the data active = activation above about 19%, passing the limit was not always enough
M1 ag – agonists of human M1 muscarinic receptor. AID 588814. activation, % at 3 µM. CHO-K1 hM1, Fluo-8 calcium fluorescence, agonist mode; 0% DMSO, 100% acetylcholine EC100. actives 0.33% (n = 360,000). P11229;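 active = activation above the run's mean compound activation plus 3 SD, cut at about 16% in these data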;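 also: peak over basal fluorescence ratio within a 140 s kinetic read after compound addition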
OXTR potentiator – potentiators of human oxytocin receptor | P30559 | activation, % at 3 µM | CHO-OTR cells, Fluo-8 calcium fluorescence, potentiator mode; 0% = oxytocin EC15, 100% = EC100 | actives 0.061% (n = 320,000) | AID 2445;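 active = activation above that plate's cutoff, the mean activation of tested compounds plus 3 SD, cut at about 6.6% in these data, passing the limit was not always enough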;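 also: 100% uses oxytocin at 75 nM as the full agonist control; some results filed as inactive read as strong as hits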
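Dosing: Single dose, 3.0 µM nominal final compound concentration | Material: Human OTR in CHO cells | Technique: Kinetic Fluo-8 calcium fluorescence | Benchmarks: EC15 oxytocin alone as 0%, 75 nM oxytocin as 100% | Probe or stimulus: Oxytocin at about EC15, sub-maximal agonist stimulus | Incubation: Compound 6 min at room temperature before oxytocin, 100 s read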
TAAR1 antagonist – human TAAR1 antagonism | CHO RD-HGA16 TAAR1, Fluo-8 calcium fluorescence, antagonist | inhibition, % at 3 µM | actives 1.5% (n = 360,000);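 active = inhibition above a per-plate cutoff, the mean inhibition of test compounds on that plate plus 3 SD, cut at about 49% in these data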;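 also: 0% = DMSO plus EC80 beta-PEA response and 100% = DMSO alone without agonist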
Target sequence (Q96RJ0 whole entry, looked up): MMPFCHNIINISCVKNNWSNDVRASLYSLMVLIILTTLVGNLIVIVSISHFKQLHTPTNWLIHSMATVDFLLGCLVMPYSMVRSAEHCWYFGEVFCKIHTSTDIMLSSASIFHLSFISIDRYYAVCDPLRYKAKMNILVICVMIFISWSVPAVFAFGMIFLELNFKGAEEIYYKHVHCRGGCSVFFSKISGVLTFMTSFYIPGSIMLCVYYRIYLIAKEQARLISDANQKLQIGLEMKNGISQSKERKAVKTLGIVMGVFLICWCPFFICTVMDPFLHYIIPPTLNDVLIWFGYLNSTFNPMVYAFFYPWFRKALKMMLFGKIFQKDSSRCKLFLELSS
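System: RD-HGA16 CHO cells with stable hTAAR1 and Gα16 | Probe or stimulus: EC80 β-phenethylamine stimulus | Dosing: 3 µM, single point | Times: Dye loading 75 min at 37 °C, then 30 min room temperature | Measured by: Fluo-8 calcium-sensitive fluorescence | Read-out basis: % inhibition of agonist calcium response | Replicates: n of 1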
TAAR1 agonist – human TAAR1 agonism; Q96RJ0; activation, % at 3 µM; actives 0.99% (n = 360,000); CHO RD-HGA16 TAAR1, Fluo-8 calcium fluorescence; vehicle wells 0%, saturating PEA agonist 100%;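 active = activation above the mean activation of all test compounds in the run plus 3 SD, cut at about 38% in these data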
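Assay system: CHO-derived RD-HGA16 cells with stable Gα16 and human TAAR1; timing: 17-24 h seeding, 75 min 37 °C dye, 30 min RT; read-out: % activation from peak over basal fluorescence ratio, DMSO-to-PEA scaled; measured by: kinetic Fluo-8 calcium fluorescence; benchmarks: low control DMSO, high control PEA (EC100); doses: 3 µM single concentration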
CHO parental Ca – counter-screen: ATP calcium response change in parental CHO cells. actives 0.63% (n = 330,000). inhibition, % at 5.6 µM. AID 463079. parental CHO-K1, ATP-induced calcium, Fluo-8 fluorescence;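 active = inhibition above that plate's mean sample inhibition plus 3 SD, cut at about 26% in these data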;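 also: 0% = ATP-challenged DMSO wells and 100% = DMSO wells without ATP; some compounds past the cut are filed as inactive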
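Test system: untransfected parental CHO cell line; also added: ATP stimulus; dosing: 5.6 µM, single dose; signal: calcium-sensitive Fluo-8 fluorescence; measure: percent inhibition of ATP-evoked calcium rise, normalized to controls; benchmarks: low control ATP plus DMSO, high control DMSO only; replication: one well per compound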
V1aR counter – counter-screen for oxytocin receptor agonists: human V1a receptor agonists; CHO-V1R cells, Fluo-8 calcium fluorescence, agonist mode; 0% DMSO, 100% 3 nM vasopressin; activation, % at 3 µM; actives 0.25% (n = 320,000); AID 2797;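 active = activation above the mean activation of all tested compounds plus 3 SD, per screening run, cut at about 20% in these data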;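 also: signal is peak over basal fluorescence ratio across a 100 second FLIPR read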
* marks the source's active call; other numbers are inactive results; / = not tested or not shown. This is a random part of the collection, and some 3.7% of all compounds hit somewhere here.

The first 4 records (preview)
SMILES	CHRM1 antagonist	OXTR agonist	CHRM1 PAM	M1 ag	OXTR potentiator	TAAR1 antagonist	TAAR1 agonist	CHO parental Ca	V1aR counter
O=S1(=O)CC(N2CCCC2)CN1Cc1ccc(F)cc1 (stereo not drawn)	-1	/	4	-6	/	-11	5	/	/
Cc1ccc(S(=O)(=O)N(C)c2ccc(C(=O)Nc3ccccn3)cc2)cc1	-2	-2.3	-1	-4	-1	9	5	-13	-0.8
O=C(COC(=O)c1ccc(S(=O)(=O)N2CCCC2)cc1)Nc1cccc(F)c1	8	6.8	-15	-5	-7	-11	12	9	7.0
Cn1cnc([N+](=O)[O-])c1Cl	-3	0.3	2	-3	2	0	0	2	0.2

The list itself, repeating the preview:
SMILES	CHRM1 antagonist	OXTR agonist	CHRM1 PAM	M1 ag	OXTR potentiator	TAAR1 antagonist	TAAR1 agonist	CHO parental Ca	V1aR counter
O=S1(=O)CC(N2CCCC2)CN1Cc1ccc(F)cc1 (stereo not drawn)	-1	/	4	-6	/	-11	5	/	/
Cc1ccc(S(=O)(=O)N(C)c2ccc(C(=O)Nc3ccccn3)cc2)cc1	-2	-2.3	-1	-4	-1	9	5	-13	-0.8
O=C(COC(=O)c1ccc(S(=O)(=O)N2CCCC2)cc1)Nc1cccc(F)c1	8	6.8	-15	-5	-7	-11	12	9	7.0
Cn1cnc([N+](=O)[O-])c1Cl	-3	0.3	2	-3	2	0	0	2	0.2
Cc1ccc(NC(=O)CSCC(=O)N(C)CC(=O)Nc2cccc3ccccc23)cc1	-15	-0.8	8	-1	-14	-10	-1	-26	0.3
CN1CCN(c2ccc(NC(=O)CSc3nnnn3-c3ccccc3Cl)cc2)CC1	-7	5.0	4	-5	-6	4	27	-8	3.5
Cc1cc(C)n(-c2ccc(C(=O)Nc3cccnc3Cl)cc2)n1	-4	-0.1	15	-4	-12	-12	4	-10	1.1
COc1ccc(OC)c(-n2c(SCC(N)=O)nnc2-c2c[nH]c3ccccc23)c1	0	-0.7	2	-2	-5	-7	1	-13	0.2
O=C(Cc1c[nH]c2ccccc12)NCc1ccc(Cl)cc1	-6	2.0	4	-4	-12	5	0	1	2.9
CCCN(CCC)CCOc1cc(C)ccc1C(C)C	34	-0.9	-27	-14	-8	11	23	-24	-0.6
COc1ccc(NC(=O)CC2C(=O)NCCN2C(=O)Nc2ccc(C(F)(F)F)cc2)cc1 (stereo not drawn)	-2	3.6	3	0	-11	-4	5	-6	5.4
COc1ccc(Cc2nnnn2CC(=O)O)cc1	-10	0.4	6	-1	-14	8	-2	-1	-0.1
Cn1c(=NC(=O)c2ccco2)sc2ccccc21	-3	-2.5	5	-4	-13	1	5	-16	0.0
CCOC(=O)c1n[nH]n(-c2cc(Cl)cc(Cl)c2)c1=O	-8	-0.6	9	-2	0	-25	0	-9	0.6
NC(CSC1(c2ccc(F)cc2)c2ccccc2-c2ccccc21)C(=O)O (stereo not drawn)	-15	/	2	-3	/	6	-1	/	/
CCn1cc(C(=O)N[C@H](C(=O)O)C(C)C)c(=O)c2cc3c(cc21)OCO3	-7	-0.3	10	8	-15	-6	1	-3	0.7
Cc1nc(N2CCN(C(=O)c3ccco3)CC2)c2c3c(sc2n1)CCC3	-6	-1.5	3	-2	-4	15	21	-22	-0.9
S=C(Nc1cc(Cl)cc(Cl)c1)NC1CCN(Cc2ccccc2)CC1	24	/	-4	9	/	20	64*	/	/
COc1cc(/C=N/n2c(C3CCCCC3)n[nH]c2=S)ccc1O	-8	/	14	-3	/	-8	-2	/	/
Cc1ccc(C)c(-c2ccc(=O)n(Cc3cccc(Br)c3)n2)c1	-9	1.9	7	-4	-19	16	6	-23	2.3
Cc1ccc(C(=O)Nc2ccc3c(c2)OCCO3)c(Cl)c1	-6	1.0	3	-7	-13	19	1	3	-0.1
Cc1c(Cl)cnc(NC(=O)COC(=O)c2cccc(S(=O)(=O)N3CCOCC3)c2)c1Cl	-3	/	0	7	/	12	1	/	/
CN(c1ccccc1)S(=O)(=O)c1cccc(C(=O)Nc2nccs2)c1	-6	-0.4	8	-4	-17	8	7	-30	1.3
Cc1ccc(S(=O)(=O)NN=C2CC3CCC2(C)C3(C)C)cc1 (stereo not drawn)	-24	/	8	-8	/	-17	-2	/	/
Cc1ccccc1Oc1nc2c(C)cccn2c(=O)c1/C=C(\C#N)C(=O)Nc1c(C)n(C)n(-c2ccccc2)c1=O	-12	-1.4	11	-14	-7	0	-2	-17	-0.8

Next structures:
SMILES	CHRM1 antagonist	OXTR agonist	CHRM1 PAM	M1 ag	OXTR potentiator	TAAR1 antagonist	TAAR1 agonist	CHO parental Ca	V1aR counter
O=C(NCc1ccc(OC(F)(F)F)cc1)C1CC(c2cccc(F)c2)=NO1 (stereo not drawn)	5	3.2	3	-1	-1	9	6	-8	2.6
Cc1ccc(S(=O)(=O)Nc2ccc(S(=O)(=O)Nc3ncccn3)cc2)cc1	-10	0.5	9	-2	-2	-7	1	-11	0.1
O=C(Cc1ccc(Br)cc1)N/N=C/c1ccc(-c2cccc(C(=O)O)c2)o1	-17	-1.2	14	-3	-4	5	2	-7	-0.6
COc1ccc(C(=O)COC(=O)CSCc2c(C)noc2C)cc1OC	0	0.8	2	-3	-5	0	5	-10	1.6
Cc1nn(-c2ccccc2)c(C)c1CN	0	0.3	7	-16	7	-3	7	-13	-0.1
Fc1ccc(CN2CCN(c3ncccn3)CC2)c(F)c1	-7	-0.1	4	-6	-9	1	2	-1	1.1
N/C(=N\OC(=O)CCCOc1ccc(Cl)cc1Cl)c1ccccn1	-13	-1.0	10	-5	-29	-28	-1	-14	0.8
COc1ccc(OC)c(-c2csc(N(C)C(=O)c3ccco3)n2)c1	1	-1.2	8	0	-4	-5	-1	-15	-0.2
COCCN(C(=O)CSCc1ccccc1)c1c(N)n(Cc2ccccc2)c(=O)[nH]c1=O	9	-0.1	-1	-3	-1	-15	1	-14	0.8
COc1ccccc1C1=NOC(COC(=O)c2ccc(Br)cc2)C1 (stereo not drawn)	0	-1.9	4	-7	-14	-8	13	10	1.0
CCOC(=O)c1ccc(NC(=O)CNS(=O)(=O)c2ccccc2)cc1	1	3.4	-6	-3	-12	-14	9	-16	2.0
O=C(COC(=O)/C=C/c1ccc(Cl)cc1Cl)Nc1cccc(S(=O)(=O)NC2=NCCC2)c1	-8	/	0	-3	/	3	0	/	/
Cc1cc([N+](=O)[O-])nn1CC(=O)N/N=C/c1ccccc1O	-4	0.1	10	-3	-2	-37	0	-8	-0.2
CC(C)(C)c1ccc(S(=O)(=O)NC(=O)C2(C)CCN2C(=O)C2CC2)cc1 (stereo not drawn)	-18	/	8	-1	/	7	1	/	/
O=C(COc1ccccc1[N+](=O)[O-])N1CCN(C(=O)c2ccco2)CC1	-5	0.1	7	-2	-3	-8	1	-7	0.7
CN(CC(=O)Nc1ccc(Cl)cc1)C(=O)Cn1[nH]c(=O)c2ccccc2c1=O	-8	1.3	2	-3	9	-23	5	-10	0.8
Cn1c(SCc2cc(=O)[nH]c3ccccc23)nnc1-c1ccc(Br)cc1	-8	-2.0	5	-3	-3	2	0	-24	-0.4
CCOc1ccc(C(c2c(C)[nH][nH]c2=O)c2c(C)[nH][nH]c2=O)cc1OC	3	1.1	2	-2	-2	9	9	-5	1.9
c1csc(-c2nn3c(C4CCCCC4)nnc3s2)c1	-17	/	0	-4	/	-33	-1	/	/
Oc1cccc2c(NC(=S)Nc3ccc(OC(F)F)cc3)cccc12	0	2.9	8	0	-11	9	28	-7	5.5
CCn1cc([N+](=O)[O-])c(C(=O)N2N=C(c3ccc(Cl)c(Cl)c3)CC2c2ccccc2O)n1 (stereo not drawn)	0	1.1	12	-8	-16	23	10	44*	-0.3
C/C(=C\C(=O)c1ccc(Br)cc1)N1CCCCC1	-3	-1.2	-2	0	-1	-8	8	-13	-0.1
CCCCCCCC1(C)NC(=O)N(c2ccccc2)N1 (stereo not drawn)	5	-1.3	0	-1	-4	-9	7	-7	-0.8
COc1ccccc1C(=O)C(=O)c1ccccc1OC	-3	/	-1	-3	/	-5	0	/	/
Cn1ncc(Cl)c1C(=O)Nc1ccc2c(c1)OCO2	-2	-0.1	8	-3	-4	-7	0	-4	-0.1

Next section
SMILES	CHRM1 antagonist	OXTR agonist	CHRM1 PAM	M1 ag	OXTR potentiator	TAAR1 antagonist	TAAR1 agonist	CHO parental Ca	V1aR counter
COC(=O)Nc1ccc(S(=O)(=O)Nc2ccc(C(=O)O)cc2)cc1	0	0.2	5	-3	-3	6	5	0	0.8
Cn1c(=O)c2cc(NC(=O)Nc3ccccc3)ccc2n1Cc1ccccc1	-1	/	-1	-3	/	-6	2	/	/
Oc1cc(-c2cccnc2)cc2cccnc12	4	0.9	-1	-4	-1	0	2	3	0.4
CCOCc1nc(N)[nH]c(=O)c1Cc1ccc(OC(C)C)cc1	-1	0.0	2	2	-6	-11	-3	-16	0.1
COCC(=O)N1CCC(Oc2ccc(C(=O)N3CCN(C)C[C@@H]3C(C)C)cc2)CC1	-13	/	10	-2	/	-2	1	/	/
Cc1ccc(C(=O)CSC2=C(C#N)C(c3ccco3)CC(=O)N2)c(C)c1 (stereo not drawn)	12	52*	-9	37*	-11	30	74*	20	53*
Cc1ccccc1CCNC(=O)Cn1nc(C)c2c(C)n(-c3ccccc3)nc2c1=O	-6	-1.9	5	-13	-5	-20	50*	-30	-0.1
CC1(C#N)c2ccccc2C(Br)=CN1C(=O)c1ccccc1 (stereo not drawn)	-8	-2.3	10	-5	-5	-1	-3	-18	-0.4
O=C(C1CCCC1)N1CCCC(Nc2ccc(F)cc2)C1 (stereo not drawn)	-4	-1.6	3	-5	0	-22	0	-13	-1.3
O=C(NCc1cccs1)C1CCCN1C(=O)Nc1ccccc1[N+](=O)[O-] (stereo not drawn)	-11	0.1	11	-2	-9	-4	-2	-13	0.2
CCOc1ncccc1C(=O)Nc1nnc(C2CC2)s1	-12	-0.6	8	-4	3	5	3	-12	-0.3
Cc1cc(/C=N/NC(=O)c2nn(C)cc2Cl)c(C)n1-c1cccc(Br)c1	2	-0.6	3	-8	-7	12	2	-15	1.4
CC(=O)Nc1ccc(S(=O)(=O)N(C)CC(=O)OCCOc2cccc(C)c2)cc1	-7	3.1	5	-1	-9	-9	4	5	5.7
CC1(C(=O)NS(=O)(=O)Cc2cccc(Cl)c2)CCN1C(=O)c1cccc(F)c1 (stereo not drawn)	-9	/	2	-2	/	4	2	/	/

Screens as filed in PubChem.
